Compound activity deposited in PubChem BioAssay by National Center for Advancing Translational Sciences (NCATS).
TRHR agonist: agonists of human TRH receptor. AID 493084. TRHR cells, calcium flux fluo-8, FDSS agonist mode. activation, % at 2 µM. P34981. hit rate 0.18% among 360,000; in the data active = activation above about 30%; also: 0% is about no effect
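Fluo-8-loaded TRHR cells; 10 s baseline, compound added, kinetic Ca2+ fluorescence read 1/s, agonist mode.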
POLI inh: blocks human DNA polymerase iota activity; Q9UNA4; Pol iota fluorescent replication assay, 10 min; Potency, µM (doses to about 115 µM), inactives show top-dose activity, negative = inhibition, most hits filed as inhibitors; hit rate 1% among 390,000; also: potency is read from the fitted curve at half-maximal effect
Target sequence (Q9UNA4 whole entry, looked up): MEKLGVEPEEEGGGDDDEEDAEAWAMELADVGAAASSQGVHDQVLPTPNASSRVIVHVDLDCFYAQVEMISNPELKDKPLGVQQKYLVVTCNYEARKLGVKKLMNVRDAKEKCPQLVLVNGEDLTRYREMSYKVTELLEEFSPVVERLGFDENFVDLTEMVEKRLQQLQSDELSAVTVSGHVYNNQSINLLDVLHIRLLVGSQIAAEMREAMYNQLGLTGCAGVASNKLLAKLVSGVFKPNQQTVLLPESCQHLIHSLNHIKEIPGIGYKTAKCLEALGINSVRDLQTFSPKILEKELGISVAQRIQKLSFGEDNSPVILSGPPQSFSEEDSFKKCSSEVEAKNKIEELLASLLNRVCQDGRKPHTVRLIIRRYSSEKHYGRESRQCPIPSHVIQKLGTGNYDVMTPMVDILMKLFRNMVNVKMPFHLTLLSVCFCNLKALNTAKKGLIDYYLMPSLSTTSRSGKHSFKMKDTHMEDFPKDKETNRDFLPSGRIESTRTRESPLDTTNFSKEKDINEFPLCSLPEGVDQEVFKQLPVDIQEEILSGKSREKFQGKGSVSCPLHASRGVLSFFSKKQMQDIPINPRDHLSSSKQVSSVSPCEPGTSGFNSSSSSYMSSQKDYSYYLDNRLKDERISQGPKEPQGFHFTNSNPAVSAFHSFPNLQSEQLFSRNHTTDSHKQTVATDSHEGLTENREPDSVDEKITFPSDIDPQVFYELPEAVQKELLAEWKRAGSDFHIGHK
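Pol iota at 10 nM preincubated 15 min with compounds at room temperature; reaction started with fluorescent substrate, 50 nM final. Fluorescence read kinetically at 0 and 10 min; buffer-only wells as negative control.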
APEX1 inh: APE1 (human) endonuclease inhibition; P27695; recombinant APE1, TAMRA/BHQ-2 abasic DNA cleavage fluorescence; Potency, µM (doses to about 65.8 µM), for inactives: top-dose activity change, negative = inhibition, actives largely listed as inhibitors; hit rate 0.35% among 350,000;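 also: potency is read from the fitted curve at half-maximal effect; plate controls were vehicle for no effect and reference inhibitor for full effect; nearly all actives have a fitted effect of over 55% in size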
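Activity was derived from the fluorescence gain between first and third kinetic reads (60 s intervals, ex 525/em 598 nm) after 50 nM THF-abasic TAMRA/BHQ-2 duplex was added to 0.75 nM APE1 preincubated 15 min with compound.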
BLM helicase inh: Bloom syndrome helicase (human) inhibition. recombinant BLM DNA unwinding, fluorescence dequenching. Potency, µM (series often up to 56.1 µM), for inactives: top-dose activity change, negative = inhibition, most hits filed as inhibitors. hit rate 0.2% among 350,000;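 also: potency is read from the fitted curve at half-maximal effect; plate controls were vehicle for no effect and no enzyme for full effect; nearly all actives have a fitted effect of over 35% in size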
Pol kappa inh: DNA polymerase kappa (human) inhibition; purified Pol kappa, fluorescent DNA synthesis assay, 10 min; hit rate 0.53% among 400,000; Potency, µM (titrated, usually from 107 µM), for inactives: at the top dose activity, negative = inhibition, hits mostly inhibitors; AID 588579; also: potency is read from the fitted curve at half-maximal effect; % is scaled to controls: 0 for no effect and ±100 for the full control effect
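Here, compound and 10 nM enzyme are combined for 15 min at room temperature; adding 50 nM substrate (final) starts DNA synthesis, tracked by fluorescence at 0 and 10 min against buffer-only wells.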
* = called active by the depositor; ? = inconclusive; / = no result given; & = joins results of further samples; [ ] = dose if it differs, or a comment. Unless noted, calls follow the shape of the dose curve; as a rule, active = well fitted curve in the direction sought with a large enough effect; inconclusive = small, poorly fitted or top-dose-only effect, or another doubt; inactive = no such curve, though single readings can be large; an effect the other way counts as inactive or inconclusive.

SMILES	TRHR agonist	POLI inh	APEX1 inh	BLM helicase inh	Pol kappa inh
COc1ccc(OC)c(/C=C2\Cc3ccccc3C2=O)c1	/	-1%	/	/	-21%
O=C1SC(Nc2ccccc2)C(=O)N1c1ccccc1 (stereo not given)	/	12%	/	/	-23%
CN(C)c1ccc(/C=C/c2sc3ccccc3[n+]2CCCCBr)cc1	/	42%[activator]	/	/	-23%
O=C1CC(c2ccco2)Cc2[nH]c(=O)c(C(=O)Nc3ccccc3)cc21 (stereo not given)	/	20%	/	/	-12%
Cc1ccc(S(=O)(=O)N2CCN(c3nc(-c4ccncc4)nc4ccccc34)CC2)cc1	/	?	/	/	-10%
Cc1ccc(O/C=C2/Nn3c(nnc3-c3cc(-c4ccccc4)n[nH]3)S2)cc1	/	6%	/	/	-20%
CC(C)CN(CC(C)C)c1ccc(/C=C/c2nc3ccccc3s2)cc1	/	?	/	/	-6%
CC(C)(C)OC(=O)N1CCN(/[N+]([O-])=N/Oc2ccc([N+](=O)[O-])cc2[N+](=O)[O-])CC1	/	29%	/	/	-15%
Fc1ccc(-c2nc(-c3c[nH]c4ccccc34)cs2)cc1	/	0%	/	/	-9%
Clc1ccc(/C=C/c2ccncc2)cc1Cl	/	1%	/	/	0%
Cc1ccc(C2NC(c3ccc4c(c3)OCO4)=CC(c3cc(Br)ccc3O)N2)cc1 (stereo not given)	/	?	/	/	-2%
CSc1ccc(/C=C/c2ccnc3ccccc23)cc1	/	33%[activator]	/	/	-11%
CCOc1ccc(NC(=O)CSc2nnc3c(n2)[nH]c2ccc(S(=O)(=O)N(C)C)cc23)cc1	/	60%[activator]	/	/	-14%
C[N+]1(CC(=O)c2ccc(I)cc2)CCOCC1	/	1%	/	/	-2%
CN(C)c1ccc(/C=C/c2ccc3ncccc3c2)cc1	/	?	/	/	-13%
Nc1nc(N)c(N)c(=O)[nH]1	/	-3%	/	/	-10%
C[C@@H]1[C@H](c2ccccc2)OCCS(=O)(=O)N1Cc1ccccc1	/	1%	/	/	0%
COC(=O)c1ccc(NC(=O)COc2ccccc2C(=O)Nc2ccccc2)cc1	/	-29%	/	/	5%
Cc1ccnc2c(Cl)cccc12	/	35%[activator]	/	/	0%
Cc1cc(NC(=O)COC(=O)c2ccccc2OCCOc2ccccc2)ccc1Br	/	?	/	/	4%
COc1ccc(/C=C/c2ccc3ccccc3n2)c(OC)c1	/	11%	/	/	-1%
Nc1ccc(NC(=O)c2cc(Cl)ccc2O)c(Cl)c1	/	-8%	/	/	-8%
CCOc1ccc(NC(=O)COC(=O)c2ccccc2OCc2ccccc2Br)cc1	/	-18%	/	/	-6%
COc1cc2c(cc1OC)/C(=C/c1ccc(N(C)C)cc1)C=C2	/	5%	/	/	-14%
O=C(C[n+]1ccc(/C=C/c2c[nH]c3ccccc23)c2ccccc21)c1ccccc1	/	-2%	/	/	-9%

Compound profiles, from the list above. Order of values: TRHR agonist | POLI inh | APEX1 inh | BLM helicase inh | Pol kappa inh
C[C@@H]1[C@H](c2ccccc2)OCCS(=O)(=O)N1Cc1ccccc1 as listed: / | 1% | / | / | 0%
CCOc1ccc(NC(=O)CSc2nnc3c(n2)[nH]c2ccc(S(=O)(=O)N(C)C)cc23)cc1 as listed: / | 60%[activator] | / | / | -14%

The listing picks up, repeating the three entries before the break.
SMILES	TRHR agonist	POLI inh	APEX1 inh	BLM helicase inh	Pol kappa inh
CCOc1ccc(NC(=O)COC(=O)c2ccccc2OCc2ccccc2Br)cc1	/	-18%	/	/	-6%
COc1cc2c(cc1OC)/C(=C/c1ccc(N(C)C)cc1)C=C2	/	5%	/	/	-14%
O=C(C[n+]1ccc(/C=C/c2c[nH]c3ccccc23)c2ccccc21)c1ccccc1	/	-2%	/	/	-9%
c1ccc2c(CCc3c[nH]c4ccccc34)ccnc2c1	/	27%	/	/	-22%
COc1ccccc1S(=O)(=O)N1CCN(c2nc(-c3cccs3)nc3ccccc23)CC1	/	10%	/	/	11%
O=C(Nc1ccc(Cl)cc1Cl)[C@@H]1CC=C[C@@H]2CCN(C3CC3)C(=O)[C@@H]21	/	12%	/	/	12%
O=C(c1cc2ccccc2[nH]1)c1cc2cc(O)ccc2[nH]1	/	7%	/	/	6%
Cc1c2cnccc2c(C)c2c1c1ccccc1n2CCOC(=O)c1ccccc1	/	?	/	/	-10%
CCCCNc1ncnc2oc(-c3ccco3)c(-c3ccco3)c12	/	71µM*	/	/	?
Cc1cc(=O)[nH]c2ccc([N+](=O)[O-])cc12	/	7%	/	/	-14%
C[N+]1(CC(=O)c2ccc(Br)cc2)CCOCC1	/	23%	/	/	7%
CCc1ccc(OCCCn2c(CCCNC(=O)C3CCCCC3)nc3ccccc32)cc1	/	22%	/	/	-2%
O/N=C(/C[n+]1cccc(Br)c1)c1ccc2ccccc2c1	/	35%[activator]	/	/	-5%
COc1ccc(OC)c(/C=C/c2ccc3ccccc3n2)c1	/	-20%	/	/	-27%
CN(C)c1ccc(N=Nc2ccc(/C=C/c3ccnc4ccccc34)cc2)cc1	/	?	/	/	-20%
Cc1c(Br)cnc2ccccc12	/	6%	/	/	-13%
CC(=O)NC(Cc1ccc(O)cc1)C(=O)NCC(N)C(=O)c1ccccc1 (stereo not given)	/	-10%	/	/	0%
CC(C)(C)n1ncc2c(=O)n(Cc3ccc(F)c(C(F)(F)F)c3)cnc21	/	7%	-9%	/	-7%
CC(C)(C)n1ncc2c(=O)n(Cc3ccccc3C(F)(F)F)cnc21	/	29%	0%	/	8%
COc1ccc(C2=Nn3c(nnc3-c3ccccc3OC)SC2)cc1OC1CCCC1	/	-1%	-13%&-5%	/	40µM*
CC(C)(C)n1ncc2c(=O)n(Cc3ccc(Cl)c(F)c3)cnc21	/	-12%	?	/	1%
CC(C)(C)n1ncc2c(=O)n(Cc3ccc(C#N)c(F)c3)cnc21	/	10%	-9%	/	6%
Cc1ccc(Cn2cnc3c(cnn3C(C)(C)C)c2=O)c(F)c1	/	9%	?	/	-6%
CC(C)(C)n1ncc2c(=O)n(Cc3cccc(C(F)(F)F)c3Cl)cnc21	/	6%	-1%	/	-15%
CC(C)(C)n1ncc2c(=O)n(Cc3cccc(-c4cccs4)c3)cnc21	/	-44%	-6%	/	-11%
CC(C)(C)n1ncc2c(=O)n(Cc3ccc(C#N)cc3F)cnc21	/	0%	-2%	/	2%
CC(C)(C)n1ncc2c(=O)n(Cc3ccccc3-c3ccccc3)cnc21	/	14%	-1%	/	4%
CC(C)(C)n1ncc2c(=O)n(Cc3cccc(Cl)c3Cl)cnc21	/	20%	20%	/	-16%

As entered above.
CC(C)(C)n1ncc2c(=O)n(Cc3ccc(Cl)c(F)c3)cnc21 in Pol kappa inh: 1%
CC(C)(C)n1ncc2c(=O)n(Cc3ccccc3C(F)(F)F)cnc21 in Pol kappa inh: 8%

(list continues)
SMILES	TRHR agonist	POLI inh	APEX1 inh	BLM helicase inh	Pol kappa inh
CC(C)(C)n1ncc2c(=O)n(Cc3cc(C(F)(F)F)ccc3Cl)cnc21	/	15%	1%	/	-8%
CC(C)(C)n1ncc2c(=O)n(Cc3ccc(Cl)c(OC(F)(F)F)c3)cnc21	/	1%	-7%	/	-12%
CC(C)(C)n1ncc2c(=O)n(Cc3ccc(C(F)(F)F)cc3)cnc21	/	8%	6%	/	14%
CC(C)(C)n1ncc2c(=O)n(Cc3cccc(F)c3)cnc21	/	-10%	1%	/	8%
Cc1ccc(-c2csc(NC(=O)c3c(C)noc3C)n2)s1	/	-1%	4%	/	-5%
Nc1nc(N)c(-c2ccccc2)s1	/	20%	/	-11%	-14%[19.4 µM]
CO[C@H]1C[C@@H]2CC[C@@H](C)[C@@](O)(O2)C(=O)C(=O)N2CCCC[C@H]2C(=O)O[C@H]([C@H](C)C[C@@H]2CC[C@@H](O)[C@H](OC)C2)CC(=O)[C@H](C)/C=C(\C)[C@@H](O)[C@@H](OC)C(=O)[C@H](C)C[C@H](C)/C=C/C=C/C=C/1C	/	30%	/	-2%	-6%[19.4 µM]
CC(=O)C1(O)Cc2c(O)c3c(c(O)c2C(OC2CC(N)C(O)C(C)O2)C1)C(=O)c1c(O)cccc1C3=O (stereo not given)	/	?	/	?	7.1µM*
COc1cc(NS(=O)(=O)c2ccc(C(=O)O)cc2)c2nc(C)ccc2c1	1.0	-19%	/	/	-1%
O=C(CI)Nc1cccc2cccnc12	2.9	?	/	/	?
Oc1ccc(Br)cc1C1C=C(c2ccc3c(c2)OCO3)NC(c2ccc(F)c(Br)c2)N1 (stereo not given)	2.1	13µM*	/	/	4%
O=C(O)c1ccc(C(=O)Nc2cccc3cccnc23)cc1	-0.7	6%	/	/	-5%
O=C(Nc1cccc2cccnc12)c1cccs1	0.3	12%	/	/	-18%
CC1(C)OC(=O)C2(Cc3c(F)cccc3N3CCCC32)C(=O)O1 (stereo not given)	-0.4	?	/	/	-7%
O=C(Nc1cccc2cccnc12)c1c(Cl)cc(Cl)cc1Cl	0.6	28%	/	/	12%
Cc1ccc(NS(=O)(=O)c2ccccc2)c(C)c1	-2.3	35%[activator]	/	/	13%
O=C(COC(=O)C12CC3CC(CC(Cl)(C3)C1)C2)NCc1ccco1	-0.9	17%	/	/	2%
Cc1ccc(S(=O)(=O)Nc2cccc3ccccc23)cc1	-2.2	24%	/	/	-17%
O=S(=O)(O)c1c(NS(=O)(=O)c2ccccc2)ccc2ccccc12	1.6	0%	/	/	5%
Cc1ccc(S(=O)(=O)N2CCN(c3nc(-c4ccc(F)cc4)nc4cc(Cl)ccc34)CC2)cc1	-0.2	-3%	/	/	-14%
O=S(=O)(c1cccc(C(F)(F)F)c1)N1CCN(c2nc(-c3cccs3)nc3cc(Cl)ccc23)CC1	-1.1	6%	/	/	-4%
N#Cc1cccc(S(=O)(=O)N2CCN(S(=O)(=O)c3ccc4c(c3)OCCO4)CC2)c1	-0.5	6%	/	/	-22%

4 compounds already listed, ordered by the number in APEX1 inh, falling.
SMILES	TRHR agonist	POLI inh	APEX1 inh	BLM helicase inh	Pol kappa inh
CC(C)(C)n1ncc2c(=O)n(Cc3ccc(C(F)(F)F)cc3)cnc21	/	8%	6%	/	14%
Cc1ccc(-c2csc(NC(=O)c3c(C)noc3C)n2)s1	/	-1%	4%	/	-5%
CC(C)(C)n1ncc2c(=O)n(Cc3cc(C(F)(F)F)ccc3Cl)cnc21	/	15%	1%	/	-8%
CC(C)(C)n1ncc2c(=O)n(Cc3ccc(Cl)c(OC(F)(F)F)c3)cnc21	/	1%	-7%	/	-12%

These rows are one share of the data; count on the stated rates, not on these rows.
